Myeloid diff MLP – compounds promoting myeloid differentiation | calls only at 10 µM | 360,000 compounds, 1% hits | ER-HoxA9 myeloid progenitors, lysozyme-GFP differentiation, flow cytometry;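 active means normalized GFP-positive differentiation at or above the plate's own cutoff, the solvent-only control mean plus 3 SD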;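 further: cells exposed to compound for four days before flow analysis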
Insulin prom up – MIN6 insulin promoter up-regulation; MIN6 insulin promoter-GFP reporter, high-content imaging; stronger effect = higher value; z-score at 5 µM; 190,000 compounds, 0.3% hits;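 active means z-score above 3 at 5 µM with at least 500 cells counted in the well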
T cell HTS – modulates CD8 T cell binding to vesicles; calls only at 7 µM; AID 2052; 2C CD8+ T cell-vesicle binding, flow cytometry; stronger effect = lower value; 330,000 compounds, 0.068% hits;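 active means response, share of CD8 T cells binding vesicles, and their 90th percentile fluorescence all below set limits, cut at about 80% in these data, passing the limit was not always enough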
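Material: murine 2C transgenic CD8+ T lymphocytes / Also added: QL9-peptide-loaded Drosophila micro-vesicles bearing Ld, ICAM-1 and B7-1 / Schedule: binding step 1.5 h, 37 °C, antibody labelling 20 min, ice / Signal: flow cytometry, PE anti-B7-1 (FL2) versus Alexa647 anti-CD8 (FL8), PFA-fixed / Evaluation: percent CD8+ FL2 mean versus row control / Benchmarks: naked versus QL9-loaded vesicles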
bCat nuc transl – alters nuclear translocation of beta-catenin in HeLa cells; immunofluorescence imaging; nuclear translocation activity, % at 5 µM; 190,000 compounds, 0.3% hits; AID 1665;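 active means nuclear translocation activity above 50% at 5 µM, with a well cell count of 50 or more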;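 further: per-cell ratio of nuclear to cytoplasmic median beta-catenin stain intensity; plate controls were DMSO negative control for no effect and GSK-3 inhibitor IX positive control for full effect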
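System: HeLa cells, endogenous beta-catenin; compound dosing: 5 µM primary single dose, 0.1% DMSO, 0.02–20 µM confirmation series; incubation: 24 h compound exposure at 37°C, 5% CO2; signal: beta-catenin immunofluorescence imaging with DAPI; evaluation: % activation, nuclear-to-cytoplasmic median beta-catenin signal ratio per cell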
human PMI inhibition – inhibitors of human PMI, primary screen, biochemical, fluorescence intensity, coupled assay (AID 1209); purified PMI enzyme, coupled fluorescence intensity; higher % means a stronger effect; inhibition, % at 20 µM, or IC50 in µM where a hit was titrated; 190,000 compounds, 0.42% hits; in the data active means inhibition above about 50%;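 further: plate controls were DMSO vehicle for no effect and wells lacking substrate for full effect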
MT stabilize HCS – microtubule stabilization, imaging screen; HeLa tubulin immunostaining HCS, 24 h; share of cells brighter than vehicle mean+2SD; 200,000 compounds, 0.83% hits; % tubulin-high responders, % at 10 µM;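 active means plate Z-score above 3 for both tubulin-high and condensed-nucleus cell shares, with cell loss under 80%, at 10 µM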;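 further: anti alpha tubulin signal scored within the nucleus-defined area of each cell; some results filed as inactive read as strong as hits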
Dynein transport – dynein cargo transport inhibition; 3617.4 mouse cells, GR-EGFP nuclear translocation imaging; test concentration mostly 20 µM; stimulated with dexamethasone, 1 µM; stronger effect = lower value; z-score, hits read low; 220,000 compounds, 0.47% hits; AID 1381;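 active means plate z-score of nuclear minus cytoplasmic receptor signal below a set negative limit, without overly bright fluorescence or cell loss, cut at about -3.5 in these data, passing the limit was not always enough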;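 further: z-score of nuclear minus cytoplasmic ring GR-EGFP intensity difference per well; some compounds called inactive have numbers as strong as hits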
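Buffer or medium: tet-free medium with charcoal-stripped serum / Also added: dexamethasone agonist, 1.0 µM final, for 30 min / Timing: induction 48 h, compound 1 h, agonist 30 min / Measured by: high-content fluorescence imaging after fixation / Read-out: nuclear-to-cytoplasmic GR-EGFP distribution per well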
TNAP activators – stimulation of alkaline phosphatase TNAP activity – biochemical, luminescent, no phosphate acceptor, uHTS, primary screen (AID 1001). activation fold at 20 µM; hits with a dose series show EC50 in µM. purified TNAP, luminescent activation assay, no phosphate acceptor; higher activation fold means a stronger effect. 200,000 compounds, 0.03% hits; in the data active means activation fold from about 3, or a potency from the dose series; inactive means the rest, 99 in 100 with activation fold below about 1.6; further: many of its hits are not listed in these tables
Hep lipid drop – hepatic lipid droplet formation modulation; AML12 mouse hepatocytes, oleate lipid droplets, BODIPY imaging; inhibition, % at 6.5 µM; 240,000 compounds, 0.4% hits;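 active means lipid droplet intensity inhibited by at least 50%, with more than 500 cells counted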
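Material: mouse AML12 hepatocyte cell line, fixed after treatment; Timing: compound with oleate, overnight; Technique: high-content imaging of BODIPY-stained droplets and DAPI nuclei; Probe or stimulus: oleate, 100 µM final; Dosing: compound at 6.5 µM only.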
Dynein transport cytoplasmic EGFP – recorded beside Dynein transport, whose call it bears; z-score; measured here: cytoplasmic GR-EGFP intensity; stronger effect = higher value
Dynein transport nuclear GR-EGFP – second read-out of Dynein transport, no call of its own (marks repeat the call); z-score; measured here: nuclear GR-EGFP intensity;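 lower value marks the stronger effect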
Dynein transport cell count – further read-out of Dynein transport, marked with its call; z-score; measured here: cell count per field
Insulin prom up cell count – further read-out of Insulin prom up, marked with its call; cell count; measured here: cytotoxicity, nuclei count;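 total cells summed across four imaged fields per well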
Hep lipid drop cells 6.5 µM – further read-out of Hep lipid drop, marked with its call; cell count; measured here: cell count, cytotoxicity flag;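 cells counted across two imaged fields per well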
bCat nuc transl cell count 5 µM – recorded beside bCat nuc transl, whose call it bears; cell count; measured here: cell count, cytotoxicity flag
T cell HTS vesicle-bound % – also measured in T cell HTS; calls as there; double positive events, %; measured here: CD8+ vesicle-bound cell fraction;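 binding gate set so that unloaded-vesicle control wells show 10% double positive cells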
MT stabilize HCS Hoechst-high % – second read-out of MT stabilize HCS, no call of its own (marks repeat the call); % Hoechst-high responders; measured here: nuclear condensation Hoechst responders;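 share of cells brighter than vehicle mean plus two SD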
MT stabilize HCS cytotoxicity % – recorded beside MT stabilize HCS, whose call it bears; toxicity, %; measured here: cytotoxicity by cell density;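 0% = mean cell density of plate MIN control wells and 100% = no cells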
Myeloid diff MLP GFP+ MAC1+ % – second read-out of Myeloid diff MLP, no call of its own (marks repeat the call); GFP+ MAC1+ double positive, %; measured here: differentiation confirmed by MAC1 staining
Numbers without * were called inactive.

What do the screens show for `O=C(Nc1ccn(Cc2ccccc2)n1)c1ccc2c(c1)OCO2`?
Myeloid diff MLP: inactive; Insulin prom up: -0.23; T cell HTS: inactive; bCat nuc transl: -5.5; human PMI inhibition: -13%; MT stabilize HCS: 2.7; Dynein transport: 1.6; TNAP activators: 1.2; Hep lipid drop: 14; Dynein transport cytoplasmic EGFP: -0.21; Dynein transport nuclear GR-EGFP: 1.5; Dynein transport cell count: -1.3; Insulin prom up cell count: 1334; Hep lipid drop cells 6.5 µM: 697; bCat nuc transl cell count 5 µM: 1127; T cell HTS vesicle-bound %: 60; MT stabilize HCS Hoechst-high %: 1.6; MT stabilize HCS cytotoxicity %: 12; Myeloid diff MLP GFP+ MAC1+ %: 0.2

How did N#CCCCCN1c2cccc3cccc(c23)S1(=O)=O do in these assays?
Myeloid diff MLP: inactive; Insulin prom up: -0.01; T cell HTS: inactive; bCat nuc transl: -3.5; human PMI inhibition: 14%; MT stabilize HCS: 2.0; Dynein transport: -0.56; TNAP activators: 1.1; Hep lipid drop: 1; Dynein transport cytoplasmic EGFP: -0.21; Dynein transport nuclear GR-EGFP: -0.4; Dynein transport cell count: 0.91; Insulin prom up cell count: 937; Hep lipid drop cells 6.5 µM: 766; bCat nuc transl cell count 5 µM: 1141; T cell HTS vesicle-bound %: 36; MT stabilize HCS Hoechst-high %: 2.0; MT stabilize HCS cytotoxicity %: 5.5; Myeloid diff MLP GFP+ MAC1+ %: 0.6

What do the screens show for `Cc1oc2cc3oc(=O)c4c(c3cc2c1C)CCC4`?
Myeloid diff MLP: inactive; Insulin prom up: -0.85; T cell HTS: inactive; bCat nuc transl: 3.8; human PMI inhibition: 7%; MT stabilize HCS: 3.8; Dynein transport: -0.15; TNAP activators: 1.1; Dynein transport cytoplasmic EGFP: -0.16; Dynein transport nuclear GR-EGFP: -0.11; Dynein transport cell count: 0.78; Insulin prom up cell count: 969; bCat nuc transl cell count 5 µM: 1287; T cell HTS vesicle-bound %: 16; MT stabilize HCS Hoechst-high %: 1.5; MT stabilize HCS cytotoxicity %: 4.4; Myeloid diff MLP GFP+ MAC1+ %: 1.0

Results for COc1ccc(CN(C)CC(=O)Nc2ccc(N3CCOCC3)cc2)cc1OC ?
Myeloid diff MLP: inactive; Insulin prom up: -0.23; T cell HTS: inactive; bCat nuc transl: -2.6; human PMI inhibition: 15%; MT stabilize HCS: 6.2; Dynein transport: 0.98; TNAP activators: 1.1; Hep lipid drop: -1; Dynein transport cytoplasmic EGFP: -0.27; Dynein transport nuclear GR-EGFP: 0.45; Dynein transport cell count: -0.53; Insulin prom up cell count: 1469; Hep lipid drop cells 6.5 µM: 684; bCat nuc transl cell count 5 µM: 1086; T cell HTS vesicle-bound %: 28; MT stabilize HCS Hoechst-high %: 3.2; MT stabilize HCS cytotoxicity %: 9.7; Myeloid diff MLP GFP+ MAC1+ %: 0.9

How did CC(C)C(=O)Nc1ccc2c(c1)oc1ccccc12 do in these assays?
Myeloid diff MLP: inactive; Insulin prom up: -1.2; T cell HTS: inactive; bCat nuc transl: -2.7; human PMI inhibition: 5%; MT stabilize HCS: 3.4; Dynein transport: -0.55; TNAP activators: 1; Hep lipid drop: 12; Dynein transport cytoplasmic EGFP: -0.19; Dynein transport nuclear GR-EGFP: -0.49; Dynein transport cell count: 0.44; Insulin prom up cell count: 640; Hep lipid drop cells 6.5 µM: 775; bCat nuc transl cell count 5 µM: 1093; T cell HTS vesicle-bound %: 38; MT stabilize HCS Hoechst-high %: 2.8; MT stabilize HCS cytotoxicity %: 9.4; Myeloid diff MLP GFP+ MAC1+ %: 1.6

What do the screens show for `C=CCn1c(SCC#N)nc2ccccc2c1=O`?
Myeloid diff MLP: inactive; Insulin prom up: 0.1; T cell HTS: inactive; bCat nuc transl: -2.7; human PMI inhibition: -6%; MT stabilize HCS: 1.4; Dynein transport: -0.54; TNAP activators: 1; Dynein transport cytoplasmic EGFP: -0.21; Dynein transport nuclear GR-EGFP: -0.11; Dynein transport cell count: 0.77; Insulin prom up cell count: 1123; bCat nuc transl cell count 5 µM: 878; T cell HTS vesicle-bound %: 21; MT stabilize HCS Hoechst-high %: 1.6; MT stabilize HCS cytotoxicity %: 5.8; Myeloid diff MLP GFP+ MAC1+ %: 0.8

Results for CCN(CC)C(=O)c1ccc(NS(=O)(=O)c2ccc(/C=C/C(=O)O)cc2)cc1 ?
Myeloid diff MLP: inactive; Insulin prom up: -0.2; T cell HTS: inactive; bCat nuc transl: 2.6; human PMI inhibition: -6%; MT stabilize HCS: 2.3; Dynein transport: 0.87; TNAP activators: 1.2; Hep lipid drop: 12; Dynein transport cytoplasmic EGFP: -0.21; Dynein transport nuclear GR-EGFP: 0.33; Dynein transport cell count: -0.14; Insulin prom up cell count: 1652; Hep lipid drop cells 6.5 µM: 702; bCat nuc transl cell count 5 µM: 1073; T cell HTS vesicle-bound %: 32; MT stabilize HCS Hoechst-high %: 1.5; MT stabilize HCS cytotoxicity %: 1.3; Myeloid diff MLP GFP+ MAC1+ %: 0.7

What do the screens show for `CC(=O)c1sc(-c2ccccc2)cc1NS(=O)(=O)c1ccc(C)cc1`?
Myeloid diff MLP: inactive; Insulin prom up: 0.19; T cell HTS: inactive; bCat nuc transl: 1.3; Dynein transport: -1.7; Hep lipid drop: 6; Dynein transport cytoplasmic EGFP: -0.019; Dynein transport nuclear GR-EGFP: -0.67; Dynein transport cell count: 0.72; Insulin prom up cell count: 979; Hep lipid drop cells 6.5 µM: 702; bCat nuc transl cell count 5 µM: 1331; T cell HTS vesicle-bound %: 13; Myeloid diff MLP GFP+ MAC1+ %: 0.9

How did CCn1cc(C2=NOC(C(=O)Nc3ccc4c(c3)OCO4)C2)c(C)n1 (stereo not drawn) do in these assays?
Myeloid diff MLP: inactive; Insulin prom up: -2.4; T cell HTS: inactive; bCat nuc transl: 3.4; human PMI inhibition: 10%; MT stabilize HCS: 2.1; Dynein transport: 3.3; TNAP activators: 1.1; Dynein transport cytoplasmic EGFP: 0.32; Dynein transport nuclear GR-EGFP: 3.1; Dynein transport cell count: -1.8; Insulin prom up cell count: 882; bCat nuc transl cell count 5 µM: 1351; T cell HTS vesicle-bound %: 43; MT stabilize HCS Hoechst-high %: 3.7; MT stabilize HCS cytotoxicity %: 10; Myeloid diff MLP GFP+ MAC1+ %: 5.1

How did C=CCn1c(COc2ccc(Cl)cc2)nnc1SCC(=O)N/N=C/c1cccc(O)c1 do in these assays?
Myeloid diff MLP: inactive; T cell HTS: inactive; human PMI inhibition: 2%; MT stabilize HCS: 3.1; Dynein transport: -0.58; TNAP activators: 1.1; Dynein transport cytoplasmic EGFP: -0.21; Dynein transport nuclear GR-EGFP: -0.4; Dynein transport cell count: 0.49; T cell HTS vesicle-bound %: 46; MT stabilize HCS Hoechst-high %: 1.9; MT stabilize HCS cytotoxicity %: 3.8; Myeloid diff MLP GFP+ MAC1+ %: 0.4

What do the screens show for `Cn1c(N)c(C(=O)COC(=O)Cc2ccsc2)c(=O)n(C)c1=O`?
Myeloid diff MLP: inactive; Insulin prom up: -0.14; T cell HTS: inactive; bCat nuc transl: -0.4; human PMI inhibition: -7%; MT stabilize HCS: 4.8; Dynein transport: 1.6; TNAP activators: 1; Hep lipid drop: 0; Dynein transport cytoplasmic EGFP: -0.17; Dynein transport nuclear GR-EGFP: 1.4; Dynein transport cell count: -0.72; Insulin prom up cell count: 1833; Hep lipid drop cells 6.5 µM: 662; bCat nuc transl cell count 5 µM: 1002; T cell HTS vesicle-bound %: 35; MT stabilize HCS Hoechst-high %: 2.6; MT stabilize HCS cytotoxicity %: 9.3; Myeloid diff MLP GFP+ MAC1+ %: 1.2

Results for CCOc1ccccc1C1C(C(=O)Nc2ccccc2OC)=C(C)Nc2nnnn21 (stereo not drawn) ?
Myeloid diff MLP: inactive; T cell HTS: inactive; human PMI inhibition: 3%; MT stabilize HCS: 2.2; Dynein transport: -0.59; TNAP activators: 1.1; Hep lipid drop: 8; Dynein transport cytoplasmic EGFP: -0.18; Dynein transport nuclear GR-EGFP: 0.12; Dynein transport cell count: 0.65; Hep lipid drop cells 6.5 µM: 790; T cell HTS vesicle-bound %: 38; MT stabilize HCS Hoechst-high %: 2.5; MT stabilize HCS cytotoxicity %: 10; Myeloid diff MLP GFP+ MAC1+ %: 0.9

What do the screens show for `CC1=CC2=NC(=O)/C(=C\c3cccn3CCOc3ccccc3)C(=N)N2O1`?
Myeloid diff MLP: inactive; Insulin prom up: -0.21; T cell HTS: inactive; bCat nuc transl: -1.2; human PMI inhibition: 18%; MT stabilize HCS: 2.7; Dynein transport: -0.3; TNAP activators: 1; Hep lipid drop: -28; Dynein transport cytoplasmic EGFP: -0.25; Dynein transport nuclear GR-EGFP: -0.17; Dynein transport cell count: 1.1; Insulin prom up cell count: 1293; Hep lipid drop cells 6.5 µM: 620; bCat nuc transl cell count 5 µM: 1029; T cell HTS vesicle-bound %: 51; MT stabilize HCS Hoechst-high %: 2.1; MT stabilize HCS cytotoxicity %: 3.4; Myeloid diff MLP GFP+ MAC1+ %: 0.1

Screens from PubChem.
